Source: PubChem BioAssay
WRN inhibitor: blocks human WRN helicase | WRN helicase unwinding, fluorescent forked duplex, kinetic | Potency, µM (titrated, usually from 114 µM), for the others: at the top dose activity change, negative = inhibition, actives largely listed as inhibitors | 360,000 compounds, 0.46% hits; further: potency means the concentration at half of the fitted maximal effect; on the % scale 0 is the no-effect control and ±100 the full control effect; nearly all actives have a fitted effect of over 55% in size
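WRN at 20 nM final was preincubated with compound for 15 min at room temperature; reaction started with 100 nM forked duplex oligonucleotide carrying fluorophore and quencher plus 2 mM ATP (final). Unwinding followed kinetically by red fluorescence (ex 525/em 598 nm).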
PI5P4K alpha inh: inhibitors of human PI5P4K alpha. PI5P4Kalpha enzyme, ADP-Glo luminescence, 60 min; hits give low values. max response, %. 330,000 compounds, 1.2% hits; active means max response of -50% or lower; inconclusive means between -30% and -50%; inactive means -30% or higher; further: value at the top dose of about 77 µM; on the % scale 0 is the no-effect control and ±100 the full control effect
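ADP-Glo luminescence end-point after a 60 min room-temperature kinase reaction. PI5P4Kalpha and substrate in HEPES pH 7.4 buffer with EGTA, 0.1% CHAPS and 5% DMSO; ATP at 5 microM final.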
EPAC1 antagonist: blocks human EPAC1 exchange factor. O95398. EPAC1 GEF assay, Rap1b-BODIPY-GDP exchange fluorescence. Potency, µM (titrated, usually from 115 µM), for the others: at the top dose activity change, negative = inhibition, hits mostly inhibitors. 360,000 compounds, 0.14% hits. AID 720709;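 further: potency means the concentration at half of the fitted maximal effect; plate controls were vehicle for no effect and positive control for full effect; nearly all actives have a fitted effect of over 50% in size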
EPAC2 agonist: EPAC2 (human) agonism | EPAC2 activation, biochemical qHTS; response scale: 100% = 6.5 mM cAMP response | Potency, µM (doses to about 154 µM), inactives show at the highest dose activation, usual class: activators | 360,000 compounds, 0.079% hits; further: potency means the concentration at half of the fitted maximal effect; nearly all actives have a fitted effect of over 50% in size
Target sequence (Q8WZA2 whole entry, looked up): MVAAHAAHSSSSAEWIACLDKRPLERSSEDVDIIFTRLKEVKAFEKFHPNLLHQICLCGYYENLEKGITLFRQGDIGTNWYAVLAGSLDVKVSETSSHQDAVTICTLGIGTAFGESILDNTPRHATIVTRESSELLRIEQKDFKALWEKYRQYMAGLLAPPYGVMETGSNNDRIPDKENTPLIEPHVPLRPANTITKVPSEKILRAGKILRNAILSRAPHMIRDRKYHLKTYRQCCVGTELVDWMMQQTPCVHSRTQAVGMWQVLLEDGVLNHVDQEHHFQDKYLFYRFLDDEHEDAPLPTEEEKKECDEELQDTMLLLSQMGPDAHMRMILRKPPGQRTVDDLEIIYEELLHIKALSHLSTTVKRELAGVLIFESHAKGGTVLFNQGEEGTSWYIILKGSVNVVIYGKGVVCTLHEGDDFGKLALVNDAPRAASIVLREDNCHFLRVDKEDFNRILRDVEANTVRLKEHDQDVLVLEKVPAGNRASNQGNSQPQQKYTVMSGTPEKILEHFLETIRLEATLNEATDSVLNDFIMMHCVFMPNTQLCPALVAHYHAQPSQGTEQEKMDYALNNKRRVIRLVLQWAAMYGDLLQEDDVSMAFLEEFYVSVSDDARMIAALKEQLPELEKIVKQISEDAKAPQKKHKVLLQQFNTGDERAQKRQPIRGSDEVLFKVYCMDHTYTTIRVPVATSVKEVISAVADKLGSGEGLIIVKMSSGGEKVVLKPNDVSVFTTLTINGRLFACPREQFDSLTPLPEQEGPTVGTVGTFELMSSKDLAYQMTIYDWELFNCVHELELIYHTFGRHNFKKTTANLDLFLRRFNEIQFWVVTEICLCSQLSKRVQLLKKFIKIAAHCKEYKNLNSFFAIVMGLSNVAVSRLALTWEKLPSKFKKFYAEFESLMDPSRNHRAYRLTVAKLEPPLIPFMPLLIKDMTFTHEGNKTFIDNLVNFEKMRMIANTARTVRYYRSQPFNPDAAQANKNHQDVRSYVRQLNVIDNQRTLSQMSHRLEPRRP
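Each well held 100 nM EPAC2, 250 nM RAP1B-BODIPY-GDP and 50 uM GDP. Fluorescence, read at 5-min intervals to 30 min, was referenced to a 6.5 mM cAMP positive control.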
PLK1 PBD inh: PLK1 (human) polo-box domain binding inhibition | 360,000 compounds, 2.8% hits | P53350 | Plk1 PBD binding of FITC phosphopeptide, fluorescence polarization | Potency, µM, for inactives: max response, negative = inhibition, hits mostly inhibitors | AID 720504; further: potency means the concentration at half of the fitted maximal effect; series mostly up to about 57 µM; on the % scale 0 is the no-effect control and ±100 the full control effect; nearly all actives have a fitted effect of over 65% in size
EPAC1 ag: activates human EPAC1 exchange factor; EPAC1 agonist qHTS, biochemical assay; response scale: 100% = response to 6.5 mM cAMP; 360,000 compounds, 0.073% hits; O95398; Potency, µM (doses to about 154 µM), without a hit: top-dose activation, hits mostly activators; further: potency means the concentration at half of the fitted maximal effect; nearly all actives have a fitted effect of over 60% in size
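Normalized to 6.5 mM cAMP, activity reflects EPAC1-catalysed release of BODIPY-GDP from Rap1B, followed kinetically over 30 min at 480 nm excitation, 540 nm emission. Reaction contained 100 nM EPAC1, 250 nM Rap1B-BODIPY-GDP, 50 uM GDP.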
IL2 activator: IL-2 activation | activation, % (series mostly up to about 46 µM) | 360,000 compounds, 0.065% hits | IL-2 activation reporter assay, cell-based qHTS; stimulated with anti-CD3/CD4/CD28 beads; in transgenic mouse T cells | AID 652025; in the data active means activation above about 50%; inconclusive means mostly about 30% to 49%; further: 0% is about no effect
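Unstimulated transgenic mouse T cells preincubated 60 min with compound, then stimulated with anti-CD3/anti-CD4-coated beads plus anti-CD28 for 18 h at 37 degrees C. IL-2 response read as EGFP and DsRed fluorescence by plate cytometry.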
CCT chaperon mod: changes cytosolic chaperonin activity. purified chaperonin ATPase assay, HTRF ADP detection, 30 min. activity change, % (concentration not given with the values), hits read low. 360,000 compounds, 0.3% hits; in the data active means activity change below about -30%; further: on the % scale 0 is the no-effect control and ±100 the full control effect
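We incubate TRiC, 40 or 20 nM final, with library compounds at 76 uM and 10 uM ATP for 30 min at 37 °C. ADP formed is detected with Transcreener HTRF reagents after 30 min at room temperature.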
* marks the source's active call; other numbers are inactive results; u = inconclusive; x = not tested or not shown; [ ] = another dose, or the depositor's remark. Unless noted, the call rests on the fitted dose curve; in most records, active means well fitted curve in the direction sought with a large enough effect; inconclusive means small, poorly fitted or top-dose-only effect, or another doubt; inactive means no such curve, though single readings can be large; an effect the other way counts as inactive or inconclusive.

#1 Cc1ccccc1C(=O)OCC(=O)N(C)c1ccccc1
#2 CCN1CCC(N2CCN(c3ccc(F)cc3)CC2)CC1
#3 O=C(N/N=C/c1ccco1)c1cc(-c2ccc3ccccc3c2)n[nH]1
#4 COc1ccc(/C=N/NC(=O)c2ccn[nH]2)cc1COc1ccc(F)cc1
#5 CN(C(=O)Cn1cnc2sccc2c1=O)C1CCCCC1
#6 Cc1ccc(C(C)(C)NC(=O)C2CCC(=O)N(CCCN3CCOCC3)C2)cc1 (stereo unspecified)
#7 O=C(NC1CCCCC1)C1CCN(S(=O)(=O)c2cccs2)CC1
#8 C=CCn1c(SCC(=O)c2ccc(O)c(O)c2)nnc1-c1cccc(Cl)c1
assay / compound,1,2,3,4,5,6,7,8
WRN inhibitor,2%,-12%,-25%,-13%,6%,0%,7%,18µM*
PI5P4K alpha inh,-2,8,u,-2,0,0,0,-15
EPAC1 antagonist,6%,6%,-4%,-20%,17%,14%,13%,-22%
EPAC2 agonist,9%,7%,-15%,-4%,11%,3%,0%,8%
PLK1 PBD inh,-4%,-8%,1%,-2%,-13%,-2%,-2%,-20%
EPAC1 ag,4%,11%,9%,19%,6%,5%,-3%,-6%
IL2 activator,-0.2,2.0,-0.1,-2.4,0.6,18,-2.6,0.9
CCT chaperon mod,1.4,0.0,3.1,1.0,-0.2,-0.2,-2.0,-1.7

#9 COc1cccc(-c2nc(CS(=O)(=O)CC(=O)NCCCN3CC(C)CC(C)C3)c(C)o2)c1 (stereo unspecified)
#10 Cc1cccc(C)c1NC(=O)c1sccc1SCc1cccc(C(F)(F)F)c1
#11 NCC12CC3CC(C1)CC(c1ccc(Cl)cc1)(C3)C2
#12 COc1cccc(C(=O)N2CCN(C3CCC(c4ccccc4)CC3)CC2)c1 (stereo unspecified)
#13 Cc1ccc(C(=O)C2CCN(S(=O)(=O)c3ccc(C(=O)O)cc3)CC2)cc1
#14 Cc1ccc(S(=O)(=O)NCCc2ccc(S(N)(=O)=O)cc2)cc1
#15 COC(=O)c1cc(OC)c(OC)cc1NC(=O)c1c(-c2ccccc2Cl)noc1C
#16 COc1ccc(-c2cc3ccc(O)cc3oc2=O)cc1OC
assay / compound,9,10,11,12,13,14,15,16
WRN inhibitor,-5%,-19%,8%,-11%,10%,8%,-8%,-5%
PI5P4K alpha inh,6,x,2,6,7,-6,x,0
EPAC1 antagonist,6%,-26%,-1%,-14%,-13%,4%,0%,4%
EPAC2 agonist,8%,12%,1%,5%,5%,3%,13%,0%
PLK1 PBD inh,-9%,-5%,0%,2%,-5%,-11%,-4%,-14%
EPAC1 ag,-5%,10%,0%,1%,-14%,6%,12%,9%
IL2 activator,-2.7,-2.7,17,-0.7,0.5,-1.0,-0.5,-1.5
CCT chaperon mod,-2.7,-1.2,0.5,-1.9,-23,-1.3,-0.3,-3.3

Reprinted from the part before: 2 entries; new compounds follow.
#15 COC(=O)c1cc(OC)c(OC)cc1NC(=O)c1c(-c2ccccc2Cl)noc1C
#16 COc1ccc(-c2cc3ccc(O)cc3oc2=O)cc1OC
#17 CC(=O)Nc1cccc2c1C(=O)N(c1ccc(C)cc1)C2=O
#18 CCOC(=O)C(=NC(C)C)NNc1cc(Cl)ccc1Cl
#19 O=C(/C=C/c1cccc([N+](=O)[O-])c1)OCC(=O)c1ccccc1
#20 CC1CCCN(C(=O)C2CCN(Cc3ccc4c(c3)OCO4)CC2)C1 (stereo unspecified)
#21 CC1(C)CC(=O)C(C=NCCCN2CCCC2=O)=C(O)C1
#22 O=C(CCCSc1ccccc1)Nc1ccc(Cl)c(S(=O)(=O)N2CCOCC2)c1
#23 Cc1c(Cl)cccc1N=c1c([N+](=O)[O-])nn(-c2ccccc2)n1O
#24 Cc1noc2ncnc(N3CCN(c4ccc(F)cc4)CC3)c12
assay / compound,15,16,17,18,19,20,21,22,23,24
WRN inhibitor,-8%,-5%,-17%,-3%,0%,4%,-9%,-14%,16%,2%
PI5P4K alpha inh,x,0,1,5,-6,0,x,-1,x,-1
EPAC1 antagonist,0%,4%,-7%,-9%,-21%,-6%,0%,-19%,15%,-24%
EPAC2 agonist,13%,0%,8%,8%,0%,-5%,-2%,10%,0%,0%
PLK1 PBD inh,-4%,-14%,-9%,-6%,2%,-4%,-5%,-3%,1%,-17%
EPAC1 ag,12%,9%,8%,-1%,-18%,-6%,9%,14%,0%,-9%
IL2 activator,-0.5,-1.5,3.5,1.9,-1.7,2.1,0.2,-0.6,-0.8,-0.1
CCT chaperon mod,-0.3,-3.3,1.7,0.0,0.4,2.8,-2.1,2.7,0.3,-2.4

#25 O=C(CN(C1CCCCC1)C1CCCCC1)N1CCc2ccccc2C1
#26 Cc1ccc([N+](=O)[O-])cc1S(=O)(=O)N1CCCCC1C(=O)O (stereo unspecified)
#27 CC(C)NC(=O)COc1ccc(OCc2ccccc2)cc1
#28 CC1Cc2ccccc2N1C(=O)CN(C)CC(=O)Nc1ccc(F)cc1 (stereo unspecified)
#29 O=C(NCc1ccccc1)C1CCN(S(=O)(=O)c2cccc3cccnc23)CC1
#30 COc1ccc2c(c1)C1NC(=S)NC(C)(O2)C1C(=O)Nc1ccccc1C (stereo unspecified)
#31 COc1ccc(C(=O)NCCSc2ccccc2)cc1
#32 Nc1nnc(Cc2ccccc2)s1
assay / compound,25,26,27,28,29,30,31,32
WRN inhibitor,0%[57.1 µM],8%,6%,-14%,0%,2%,-29%[57.1 µM],-1%
PI5P4K alpha inh,5,-9,2,-3,-7,x,-5,2
EPAC1 antagonist,-1%,-17%,-16%,13%,3%,-3%,9%,-7%
EPAC2 agonist,7%,23%,5%,0%,-4%,6%,4%,2%
PLK1 PBD inh,-8%,0%,-4%,4%,-20%,-6%,-4%,-20%
EPAC1 ag,-1%,-4%,-4%,-3%,-18%,9%,4%,-8%
IL2 activator,-3.6,-0.7,-2.8,-3.1,0.7,-0.9,-1.3,-1.8
CCT chaperon mod,0.0,-2.2,-0.4,-4.8,-3.2,0.4,0.5,-3.0

#33 COc1nccnc1NS(=O)(=O)c1ccc(N)cc1
#34 C[n+]1cn(Cc2ccc(C#N)cc2)c2ccccc21
#35 CCOc1ccc(NC(=S)N(C)C)cc1
#36 CCOC(=O)c1cc(=O)nc(N)s1
#37 Cc1ccc(S(=O)(=O)n2nc(OC(=O)c3cccs3)cc2N)cc1
#38 CC(C)(C)c1ccc(OCC(O)CNC(=O)c2ccccc2C(=O)O)cc1 (stereo unspecified)
#39 CCc1c(C)c(C#N)c2nc3ccccc3n2c1NCc1ccco1
#40 CCOc1cc(C=O)c(Br)cc1OC1CCCC1
assay / compound,33,34,35,36,37,38,39,40
WRN inhibitor,0%,6%,2%,-12%,4%,1%,-10%,-9%
PI5P4K alpha inh,0,1,-2,1,-10,5,1,2
EPAC1 antagonist,3%,6%,3%,6%,-2%,7%,-7%,-11%
EPAC2 agonist,3%,4%,-2%,1%,-7%,10%,1%,4%
PLK1 PBD inh,-1%,-2%,1%,-3%,-19%,-10%,-3%,-9%
EPAC1 ag,2%,-2%,6%,21%,-2%,1%,-1%,7%
IL2 activator,-3.5,1.0,-1.9,1.1,-2.7,-0.7,-0.6,-0.4
CCT chaperon mod,-1.1,-0.5,-3.4,0.4,-1.3,2.8,-3.4,-1.7

#41 O=C(Cc1ccc(O)cc1)NCCNC(=S)NCc1ccccc1
#42 COc1cccc(C(=O)N2CCCC(CCC(=O)NCc3ccc(F)c(F)c3)C2)c1 (stereo unspecified)
#43 CCN1CCN(C(=O)CS(=O)(=O)Cc2nc(-c3cccc(OC)c3)oc2C)CC1
#44 COc1ccc(OC)c(NC(=O)c2nnn(Cc3ccccc3C)c2N)c1
#45 O=C(CCCn1c(=O)c2cccn2c2cccnc21)N1CCN(c2ccccc2F)CC1
#46 COc1ccc(CC(=O)Nc2ccccc2C(=O)NCCc2ccccc2)cc1
#47 Fc1ccc(CSc2nnc(Cc3sc(-c4ccccc4)nc3-c3ccccc3)o2)cc1
#48 Cc1ccc(N=Nc2c(C)[nH]n(C(N)=S)c2=O)cc1
assay / compound,41,42,43,44,45,46,47,48
WRN inhibitor,1%,-2%,9%,-14%,-3%,5%,2%,9%
PI5P4K alpha inh,0,1,-4,x,-2,-7,-7,1
EPAC1 antagonist,13%,-15%,1%,-7%,10%,9%,-3%,10%
EPAC2 agonist,-3%,-7%,13%,27%,3%,23%,16%,6%
PLK1 PBD inh,2%,7%,-12%,-15%,0%,3%,-8%,u
EPAC1 ag,-9%,-4%,-8%,21%,18%,3%,5%,-9%
IL2 activator,2.0,0.8,-2.8,0.9,-0.2,0.3,-0.5,-0.8
CCT chaperon mod,0.3,-3.6,-1.5,-4.0,0.9,0.2,-12,0.8

Printed as active in WRN inhibitor, of those listed so far:
entry	SMILES	WRN inhibitor	PI5P4K alpha inh	EPAC1 antagonist	EPAC2 agonist	PLK1 PBD inh	IL2 activator	CCT chaperon mod
8	C=CCn1c(SCC(=O)c2ccc(O)c(O)c2)nnc1-c1cccc(Cl)c1	18µM*	-15	-22%	8%	-20%	0.9	-1.7

Following part:
#49 Cc1cccc(N2CCN(C(=O)c3nn(C)c4c3CS(=O)(=O)c3ccccc3-4)CC2)c1C
#50 COc1cc(/C=N/NC(=O)c2ccncc2)cc(OC)c1OC
#51 COC(=O)c1nnn(-c2nonc2N)c1CN1CCc2ccccc21
#52 COc1ccccc1OCCNC(=O)c1ccccc1C
#53 COc1ccc(-n2c(SCC(=O)Nc3cc(C)on3)nc3c(c2=O)SC(C)C3)cc1 (stereo unspecified)
#54 COCc1[nH][nH]c(=O)c1C=Nc1ccc(Cl)cc1
#55 CC(C)Nc1ncnc2c1cnn2-c1ccccc1
#56 Cc1ccc(S(=O)(=O)N2CCCC2CNC(=O)C(=O)NCCN2CCOCC2)cc1 (stereo unspecified)
#57 COc1ccc(N(C(=O)c2snc(C(N)=O)c2N)C(C(=O)NCc2ccc(F)cc2)c2ccc(C)o2)c(OC)c1 (stereo unspecified)
assay / compound,49,50,51,52,53,54,55,56,57
WRN inhibitor,-7%[11.6 µM],3%,-10%,2%,2%,10%,-4%,-5%,-7%
PI5P4K alpha inh,8,5,-3,x,1,-6,-29,-3,0
EPAC1 antagonist,u,9%,-14%,0%,14%,-3%,-8%,0%,-18%
EPAC2 agonist,2%,7%,14%,6%,12%,3%,2%,3%,-5%
PLK1 PBD inh,-5%,-2%,-8%,-8%,-19%,-10%,-16%,2%,5%
EPAC1 ag,4%,-3%,0%,7%,11%,1%,3%,-7%,-1%
IL2 activator,-1.0,-0.5,-0.5,-2.3,0.6,-0.1,1.6,0.8,-0.5
CCT chaperon mod,-0.9,-0.2,-0.6,-0.9,-7.4,-2.5,-0.4,2.5,-2.3

Some of the compounds tested; rates above refer to the full screens.
